# MsrA inh – inhibitors of bovine MsrA. purified bovine MsrA, absorbance read-out. inhibition, % at 15.5 µM. 360,000 tested, 0.75% active. AID 651718; in the data active = inhibition above about 4.5%;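 note: 0% = vehicle wells with enzyme and 100% = reference inhibitor wells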
# FAS TE block – FAS thioesterase (human) inhibition; P49327; recombinant FAS-TE, OMFH fluorogenic substrate, fluorescence endpoint; inhibition, % at 15 µM; 360,000 tested, 0.67% active; AID 602261;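 active = compounds whose normalised, plate-corrected inhibition of enzyme fluorescence in the single-dose primary screen is 50% or more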;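 note: 0% = DMSO with enzyme and 100% = substrate without enzyme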
# CendR NRP1 mod – NRP-1/CendR interaction modulation; 360,000 tested, 0.85% active; AID 602438; inhibition, % at 25 µM; FAM-RPARPAR peptide binding to NRP-1, fluorescence polarization;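 active = inhibition or corrected inhibition above about 18%, plus a signal ratio from 0.5 to 1.5, limit read from the data, passing the limit was not always enough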; note: strong numbers were not always called active
# SKN-1 block – blocks SKN-1 activity in C. elegans; C. elegans VP596 Pgst-4::GFP/RFP ratio, acrylamide-induced, 24 h; inhibition, % at 21.8 µM; 360,000 tested, 0.49% active; AID 624304;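 active = interference check ratio from 0.5 to 1.5 plus GFP to RFP signal ratio inhibition reaching or exceeding a fixed threshold, cut at about 30% in these data, passing the limit was not always enough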; note: some compounds called inactive have numbers as strong as hits
# Rin1-Abl PPI inh – inhibitors of human Rin1-Abl protein interaction. 360,000 tested, 0.4% active. TR-FRET Rin1/Abl binding, biochemical. P00519+Q13671. inhibition, % at 7.35 µM; in the data active = inhibition above about 5%, passing the limit was not always enough
# Target sequence (P00519 whole entry, looked up): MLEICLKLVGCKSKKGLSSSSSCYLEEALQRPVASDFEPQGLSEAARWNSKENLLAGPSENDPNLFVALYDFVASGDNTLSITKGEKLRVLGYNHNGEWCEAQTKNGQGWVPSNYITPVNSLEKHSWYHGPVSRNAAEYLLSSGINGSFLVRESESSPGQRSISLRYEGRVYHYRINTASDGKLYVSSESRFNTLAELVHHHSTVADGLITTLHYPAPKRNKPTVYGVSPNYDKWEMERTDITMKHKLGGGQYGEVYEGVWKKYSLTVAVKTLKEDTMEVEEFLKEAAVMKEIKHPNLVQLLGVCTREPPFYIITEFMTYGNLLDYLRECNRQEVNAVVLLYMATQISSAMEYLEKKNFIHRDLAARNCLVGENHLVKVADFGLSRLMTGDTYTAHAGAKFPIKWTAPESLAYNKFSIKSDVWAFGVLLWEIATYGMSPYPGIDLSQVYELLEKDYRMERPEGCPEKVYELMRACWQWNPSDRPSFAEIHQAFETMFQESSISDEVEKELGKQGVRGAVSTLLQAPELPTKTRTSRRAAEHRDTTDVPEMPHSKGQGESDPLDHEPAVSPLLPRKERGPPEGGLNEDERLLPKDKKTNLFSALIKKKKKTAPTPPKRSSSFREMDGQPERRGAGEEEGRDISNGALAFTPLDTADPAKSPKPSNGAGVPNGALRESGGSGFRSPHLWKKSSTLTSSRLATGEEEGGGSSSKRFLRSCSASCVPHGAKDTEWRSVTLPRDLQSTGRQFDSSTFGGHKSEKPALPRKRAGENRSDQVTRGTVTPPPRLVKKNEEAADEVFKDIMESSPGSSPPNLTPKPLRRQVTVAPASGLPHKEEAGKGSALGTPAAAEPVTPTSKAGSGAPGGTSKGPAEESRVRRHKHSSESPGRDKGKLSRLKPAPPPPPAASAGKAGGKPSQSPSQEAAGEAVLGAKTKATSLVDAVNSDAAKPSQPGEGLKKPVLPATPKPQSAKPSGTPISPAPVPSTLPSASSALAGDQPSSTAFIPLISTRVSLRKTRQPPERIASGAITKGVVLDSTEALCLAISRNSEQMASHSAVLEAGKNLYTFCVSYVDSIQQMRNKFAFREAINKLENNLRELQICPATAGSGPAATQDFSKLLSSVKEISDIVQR
# Target sequence (Q13671 whole entry, looked up): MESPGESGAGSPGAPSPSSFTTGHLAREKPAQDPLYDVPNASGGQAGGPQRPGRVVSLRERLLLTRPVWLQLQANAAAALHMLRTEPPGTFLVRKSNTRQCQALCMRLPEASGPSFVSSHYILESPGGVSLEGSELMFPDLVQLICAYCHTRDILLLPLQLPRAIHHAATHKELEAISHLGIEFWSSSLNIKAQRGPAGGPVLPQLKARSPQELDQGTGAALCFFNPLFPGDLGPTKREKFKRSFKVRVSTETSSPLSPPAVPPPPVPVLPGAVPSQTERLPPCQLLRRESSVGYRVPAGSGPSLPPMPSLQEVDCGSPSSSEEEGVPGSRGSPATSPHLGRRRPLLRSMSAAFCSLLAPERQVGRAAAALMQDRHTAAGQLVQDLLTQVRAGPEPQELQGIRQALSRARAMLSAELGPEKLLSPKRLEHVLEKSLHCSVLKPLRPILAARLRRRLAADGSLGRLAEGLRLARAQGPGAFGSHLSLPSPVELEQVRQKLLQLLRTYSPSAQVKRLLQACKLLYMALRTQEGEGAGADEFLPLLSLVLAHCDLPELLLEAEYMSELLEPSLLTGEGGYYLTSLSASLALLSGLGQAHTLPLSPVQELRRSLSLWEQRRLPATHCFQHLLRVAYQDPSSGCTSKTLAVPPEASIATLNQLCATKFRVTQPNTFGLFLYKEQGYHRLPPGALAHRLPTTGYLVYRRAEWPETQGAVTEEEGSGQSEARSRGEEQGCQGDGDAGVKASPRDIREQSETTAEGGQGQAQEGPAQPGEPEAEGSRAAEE
# E coli Lon inh – inhibits E. coli Lon protease; P0A9M0; purified E. coli Lon protease, fluorescence polarization; inhibition, % at 7.94 µM; 360,000 tested, 0.42% active; in the data active = inhibition above about 13%, passing the limit was not always enough;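 note: 0% = enzyme with probe and DMSO and 100% = no enzyme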
# bovine MsrA act – activates bovine MsrA enzyme. purified bovine MsrA, absorbance read-out. activation, % at 10.6 µM. 360,000 tested, 0.3% active. AID 602163; in the data active = activation above about 7.5%;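 note: 0% = vehicle and 100% = reference activator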
# MT1-MMP act inh – MT1-MMP (human) activation inhibition; GFP/RFP ratio change, % at 20 µM; 360,000 tested, 0.061% active; P50281; HT1080 RFP-PRO-GFP cells, GFP/RFP ratio fluorescence, overnight; percent of plate control window, DMSO zero;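 active = GFP/RFP ratio change of at least 30% with cell ATP level not reduced by more than half and red fluorescence within 50% of control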; note: strong numbers were not always called active
#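 system = RFP-PRO-GFP reporter HT1080 cells | dosing = 20 µM single dose, 1% DMSO | timing = overnight cell settling, then overnight compound exposure, 37 °C, 5% CO2 | read-out basis = GFP/RFP fluorescence ratio | controls = DMSO and RFP-L50D-GFP cell wells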
# Neddyl block – cullin neddylation inhibition. calls only at 25 µM. P61081+Q13564. 360,000 tested, 0.58% active. TR-FRET cullin neddylation, biochemical; in the data active = inhibition above about 36%
# The depositor's hits bear a star; i = inactive; . = no result given; + = active, no number.
1: CC1CN(C(=S)Nc2ccc(Br)cc2Cl)CC(C)O1 (configuration not stated)
2: CCC(C(=O)Nc1ccc(N2CCOCC2)c(S(=O)(=O)Nc2ccccc2OC)c1)c1ccccc1 (configuration not stated)
3: CN(C)CCn1c(SCc2ccccc2C#N)nc2c(sc3ccccc32)c1=O
4: COc1ccc(/C=C/C(=O)OCC(=O)NC2CCCC(C)C2C)c(OC)c1 (configuration not stated)
5: Nn1c(SCC(=O)Nc2ccc(F)cc2F)nnc1C1CCCCC1
screen / no.	1	2	3	4	5
MsrA inh	-0.4	0.2	0.8	0.4	-0.9
FAS TE block	7	33	19	4	-6
CendR NRP1 mod	10	1	-15	-1	0
SKN-1 block	8	15	13	-14	-5
Rin1-Abl PPI inh	-3	0	-1	3	9
E coli Lon inh	2	4	-8	-12	-2
bovine MsrA act	-7	-3	-2	-7	-2
MT1-MMP act inh	3	3	-4	-3	5
Neddyl block	i	i	+	i	i

6: O=C(CSc1nc2ccccc2c(=O)n1-c1ccccc1Cl)NC1CCS(=O)(=O)C1 (configuration not stated)
7: CCCNC(=O)C1CCN(c2ccc(S(=O)(=O)N3CCOCC3)cc2Cl)CC1
8: CC(Oc1cccc(NC(=O)c2cccs2)c1)C(=O)c1ccccc1 (configuration not stated)
9: O=C1c2ccccc2C(=O)N1CCC(c1ccccc1)c1ccco1 (configuration not stated)
10: Cc1ccc(OCc2nc3ccccc3n2C(C(=O)Nc2c(C)cccc2C)C2CC2)cc1 (configuration not stated)
screen / no.	6	7	8	9	10
MsrA inh	-0.2	0.4	-0.3	0.8	-0.3
FAS TE block	-9	-14	4	18	.
CendR NRP1 mod	-10	-11	3	0	-13
SKN-1 block	24	12	9	-15	-4
Rin1-Abl PPI inh	2	-3	2	1	.
E coli Lon inh	10	-8	9	0	.
bovine MsrA act	-1	1	-14	-5	.
MT1-MMP act inh	-1	6	3	0	-4
Neddyl block	i	i	i	i	i

11: CC(=O)C1=NOC2C(=O)N(c3ccc(Cl)cc3)C(=O)C12 (configuration not stated)
12: O=C(/C=C/c1cccc([N+](=O)[O-])c1)OCC(=O)c1ccccc1
13: CC1CC2C3CCC4=CC(=O)C=CC4(C)[C@@]3(Cl)C(O)CC2(C)C1(O)C(=O)CO (some centres not stated)
14: S=c1nc(-c2ccccc2Cl)[nH][nH]1
15: O=C(Nc1ccc(F)c(Cl)c1)c1csc(COCCO)n1
screen / no.	11	12	13	14	15
MsrA inh	-0.1	0.8	-0.1	0.3	0.0
FAS TE block	-6	22	-2	-4	-7
CendR NRP1 mod	-1	1	-6	-2	-5
SKN-1 block	10	-12	14	-7	3
Rin1-Abl PPI inh	1	2	-1	-1	0
E coli Lon inh	-4	13	6	3	-13
bovine MsrA act	-2	-2	-2	8.1*	-3
MT1-MMP act inh	-3	4	0	4	7
Neddyl block	i	i	i	i	i

16: Cc1nn(-c2ccccc2)nc1CNC(=O)CC(C)(C)C
17: COc1ccccc1CNS(=O)(=O)c1ccc2[nH]cc(C(=O)O)c(=O)c2c1
18: N#C/C(=C\c1cc(Cl)cc(Cl)c1O)C(=O)NC1CCCCC1
19: COc1ccccc1NC(=O)CSc1nc(C)c2c(c1C#N)CCCC2
20: Cn1ccc(C(=O)OCC(=O)c2ccccc2)n1
screen / no.	16	17	18	19	20
MsrA inh	-0.8	.	-0.1	0.1	1.3
FAS TE block	-3	-3	43	6	-3
CendR NRP1 mod	-9	-24	-18	-18	-18
SKN-1 block	-11	7	2	-16	16
Rin1-Abl PPI inh	0	1	-6	-2	-2
E coli Lon inh	10	-1	-1	-2	-3
bovine MsrA act	-2	-5	-12	-3	-1
MT1-MMP act inh	-2	6	-20	2	0
Neddyl block	i	i	i	i	i

21: COc1ccc(Cc2nnc(SCC(=O)Nc3nc(C)cs3)o2)cc1
22: Cc1ccc(-c2nc3ccc(C)cn3c2Cc2cccc(Cl)c2)cc1
23: COc1cccc(CNCc2ccc(C(=O)O)cc2)c1OC
24: O=C1CCCCC1CCc1ccncc1 (configuration not stated)
25: OCC1(CCOc2ccccc2)CCN(C2Cc3ccccc3C2)CC1
screen / no.	21	22	23	24	25
MsrA inh	-0.2	0.1	0.7	-0.9	1.9
FAS TE block	-6	25	-4	-3	0
CendR NRP1 mod	-3	-7	-1	19	1
SKN-1 block	0	3	-8	18	2
Rin1-Abl PPI inh	0	.	3	5	4
E coli Lon inh	7	-3	1	-1	-3
bovine MsrA act	-2	-2	-10	-3	-3
MT1-MMP act inh	5	-4	-3	0	-3
Neddyl block	i	i	i	i	i

26: CC(NC(=O)C1CCCC1)c1ccc2c(c1)OCCO2 (configuration not stated)
27: Cn1cccc1-c1cc(C(=O)N/N=C/c2ccc(Cl)cc2)[nH]n1
28: CCCC12CN(C(=O)c3ccco3)CC(CCC)(CN(C(=O)c3ccco3)C1)C2=O
29: COc1cc(CCCN2C(=O)C(=O)NC[C@H]2Cc2cccc3ccccc23)cc(OC)c1OC
30: Cc1nc(-n2ncc(C#N)c2N)c2c3c(sc2n1)CCC3
screen / no.	26	27	28	29	30
MsrA inh	0.4	-0.3	-1.4	-0.6	0.5
FAS TE block	-5	2	-5	-3	-1
CendR NRP1 mod	5	-1	2	10	5
SKN-1 block	-1	16	11	6	17
Rin1-Abl PPI inh	2	-1	1	-2	-2
E coli Lon inh	-6	3	-7	-1	2
bovine MsrA act	-2	-7	-10	1	-1
MT1-MMP act inh	6	2	-3	3	3
Neddyl block	i	i	i	i	i

31: Cc1cccc(N2CCN(S(=O)(=O)c3c(C)nc4scc(C)n4c3=O)CC2C)c1 (configuration not stated)
32: CCC(=NNc1ccc([N+](=O)[O-])cc1[N+](=O)[O-])c1ccccc1
33: CCN(CC)S(=O)(=O)c1cc([N+](=O)[O-])ccc1N=Nc1c(O)[nH]c2ccccc12
34: CCOC(=O)N1CCN(C(=O)COc2ccc(S(=O)(=O)NC3CCCCC3)cc2C)CC1
35: Cc1cc(C)c2cc(C#N)c(N3CCCN(C(=S)NCCCN(C)C)CC3)nc2c1
screen / no.	31	32	33	34	35
MsrA inh	1.2	-0.6	-0.1	-0.2	0.8
FAS TE block	20	6	-7	-6	-6
CendR NRP1 mod	6	5	2	6	4
SKN-1 block	7	2	-9	-9	9
Rin1-Abl PPI inh	1	2	1	-1	-4
E coli Lon inh	-5	2	7	6	-9
bovine MsrA act	-1	-4	-4	-2	0
MT1-MMP act inh	0	19	-11	0	-1
Neddyl block	i	i	i	i	i

36: Cc1ccc(-n2nnnc2SCC(=O)Nc2sccc2C#N)cc1
37: CCOc1ccccc1NC(=O)CSc1nnc(NC(=O)c2ccco2)s1
38: COc1ccc(S(=O)(=O)N2CCOCC2)cc1NC(=O)COC(=O)C1CC2CCCC(C1)C2=O (configuration not stated)
39: COc1ccc(-c2[nH]ncc2CN(C)CC2CCCCO2)cc1F (configuration not stated)
40: CCc1nc(SCC(=O)O)c(C#N)cc1C
screen / no.	36	37	38	39	40
MsrA inh	0.9	0.5	-1.2	0.1	-0.7
FAS TE block	-8	-4	-5	-14	-6
CendR NRP1 mod	-27	5	13	-5	-1
SKN-1 block	0	-4	2	-10	4
Rin1-Abl PPI inh	-1	3	0	3	1
E coli Lon inh	1	-11	-10	8	-11
bovine MsrA act	-8	-7	-4	-13	-5
MT1-MMP act inh	-6	-2	2	-6	5
Neddyl block	i	i	i	i	i

# Pulled by compound from above (5):
21: COc1ccc(Cc2nnc(SCC(=O)Nc3nc(C)cs3)o2)cc1
23: COc1cccc(CNCc2ccc(C(=O)O)cc2)c1OC
25: OCC1(CCOc2ccccc2)CCN(C2Cc3ccccc3C2)CC1
9: O=C1c2ccccc2C(=O)N1CCC(c1ccccc1)c1ccco1 (configuration not stated)
13: CC1CC2C3CCC4=CC(=O)C=CC4(C)[C@@]3(Cl)C(O)CC2(C)C1(O)C(=O)CO (some centres not stated)
screen / no.	21	23	25	9	13
MsrA inh	-0.2	0.7	1.9	0.8	-0.1
FAS TE block	-6	-4	0	18	-2
CendR NRP1 mod	-3	-1	1	0	-6
SKN-1 block	0	-8	2	-15	14
Rin1-Abl PPI inh	0	3	4	1	-1
E coli Lon inh	7	1	-3	0	6
bovine MsrA act	-2	-10	-3	-5	-2
MT1-MMP act inh	5	-3	-3	0	0
Neddyl block	i	i	i	i	i

# Next section.
41: Cc1ccc(CNS(=O)(=O)NCc2ccccc2)cc1
42: O=S(=O)(Nc1ccc(N2CCCCC2)cc1)c1cccs1
43: Cc1ccccc1Cn1c2ccccc2c2cnn(CC(=O)NCCCN3CCOCC3)c(=O)c21
44: Nc1c(C(=O)O)cnn1-c1ccc([N+](=O)[O-])cc1
45: CCOc1c(Nc2ccc(C(C)C)cc2)c(=O)c1=O
screen / no.	41	42	43	44	45
MsrA inh	-1.0	0.5	0.9	0.7	0.9
FAS TE block	-7	-4	-1	11	-1
CendR NRP1 mod	5	-12	1	-6	0
SKN-1 block	-3	-5	8	10	-2
Rin1-Abl PPI inh	-1	2	2	4	-1
E coli Lon inh	-7	-7	-2	8	4
bovine MsrA act	-3	-4	0	-14	-5
MT1-MMP act inh	3	8	1	0	-2
Neddyl block	i	i	i	i	i

46: N#Cc1c(N)nc2c3c(sc(=N)c2c1N)NC(=O)CC3c1ccccc1Cl (configuration not stated)
47: O=C(CCNS(=O)(=O)c1ccc(OC(F)(F)F)cc1)N1CCN(S(=O)(=O)c2cccc(F)c2)CC1
48: CCN(CC)S(=O)(=O)c1cccc(NC(=O)COC(=O)c2cccs2)c1
49: Cc1ccc(C(=O)Nc2sc3c(c2C(=O)O)CCCCC3)o1
50: Cc1cccc(N2CCN(c3ccc(NC(=O)/C=C(/C(=O)O)c4ccccc4)cc3)CC2)c1
screen / no.	46	47	48	49	50
MsrA inh	6.2*	-0.5	1.3	3.4	-0.7
FAS TE block	0	9	6	-1	-10
CendR NRP1 mod	-2	-10	8	0	-5
SKN-1 block	-31	3	12	-11	-11
Rin1-Abl PPI inh	-30	0	4	3	-3
E coli Lon inh	-13	5	-1	-10	-10
bovine MsrA act	-5	-1	2	-1	-6
MT1-MMP act inh	5	-4	5	-5	2
Neddyl block	i	i	i	.	i

51: Cn1nnnc1SCC(=O)Nc1ncc(C(F)(F)F)cc1Cl
52: O=C(Cn1nnc(-c2ccccc2F)n1)Nc1ccc2c(c1)OCCO2
53: CC(C)N(Cc1ccccc1)C(=O)COC(=O)c1ccc(O)cc1
54: COc1ccc(Cc2c(O)nc[nH]c2=O)cc1
55: O=C(Nc1nc2ccccc2[nH]1)c1ccccc1O
screen / no.	51	52	53	54	55
MsrA inh	-0.1	-1.0	0.5	-0.6	0.1
FAS TE block	-1	-2	-8	-4	-4
CendR NRP1 mod	-2	11	1	-11	12
SKN-1 block	4	0	22	17	12
Rin1-Abl PPI inh	1	2	2	-2	-2
E coli Lon inh	2	1	1	-1	-5
bovine MsrA act	-2	-2	-1	-8	-2
MT1-MMP act inh	0	5	-5	0	0
Neddyl block	i	i	i	i	.

56: O=C(Nc1ccc(Br)cn1)c1cccc(S(=O)(=O)N2CCCC2)c1
57: Cc1cc(/C=C2\Sc3ccccc3N2C)cc(C)[n+]1CC1CCCO1 (configuration not stated)
58: Cc1cc(C)n(CCCNC(=O)CN(C)S(=O)(=O)c2ccc(Cl)cc2)n1
59: CCC(c1nnnn1C1CCCC1)N1CCN(c2cccc(OC)c2)CC1 (configuration not stated)
60: COc1ccc(NC(=O)C2CCCN2S(=O)(=O)c2ccc3c(c2)C(C)(C)C(=O)N3C)cc1 (configuration not stated)
61: O=C(COC(=O)/C=C/c1ccc([N+](=O)[O-])cc1)NC(c1ccccc1)c1ccccc1
62: COc1cccc(NC(=O)C(Sc2nnc(-c3ccncc3)n2-c2ccc(Cl)cc2)c2ccccc2)c1 (configuration not stated)
screen / no.	56	57	58	59	60	61	62
MsrA inh	-0.1	1.2	-0.4	-1.3	1.5	2.0	0.6
FAS TE block	7	-7	-7	0	2	2	18
CendR NRP1 mod	8	-10	-7	14	3	1	-4
SKN-1 block	-9	4	-1	7	-14	2	1
Rin1-Abl PPI inh	6	-19	-1	-2	1	1	1
E coli Lon inh	4	-21	-6	3	-1	-2	-9
bovine MsrA act	0	-4	-4	-1	0	-5	2
MT1-MMP act inh	4	-150	0	1	3	0	-13
Neddyl block	i	i	i	i	i	i	i
